GalR3 antagonist – antagonists of human GalR3; AID 651719; inhibition, % at 3 µM; actives 0.44% (n = 360,000); HEK293 GalR3-CNG cAMP membrane potential fluorescence; galR3 body fused to GalR1 C-terminus; O60755;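 active = inhibition above the screen-wide average plus 3 SD, cut at about 13% in these data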;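 note: forskolin and galanin both at EC90 stimulate the cells; cAMP rise reported by CNG channel membrane potential dye signal; 0% = forskolin plus galanin with DMSO and 100% = forskolin alone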
IDE inh – inhibits human insulin-degrading enzyme in HEK cells. P14735. FAbetaB cleavage, fluorescence polarization. inhibition, % at 5.59 µM. actives 0.41% (n = 320,000). AID 434962;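 active = percent inhibition above the average of all tested compounds plus 3 SD, set per screening campaign, cut at about 16% in these data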;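 note: IDE supplied by intact live HEK cells; FP after avidin binding of uncleaved biotin substrate so inhibition keeps polarization high; 0% = DMSO wells and 100% = 60 µM reference IDE inhibitor Ii1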
IDE cell activ – IDE (human) activation, cell-based; P14735; activation, % at 5.96 µM; actives 0.073% (n = 340,000); HEK cells, FAbeta-B cleavage, fluorescence polarization; 0% vehicle, 100% cell-free pure enzyme wells;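 active = activation above the mean of all tested compounds plus 3 SD, set per screening campaign, cut at about 17% in these data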
HCV NS3 hel inh – inhibitors of Hepatitis C virus NS3 helicase. NS3 helicase DNA unwinding, Cy5 molecular beacon fluorescence. inhibition, % at 10.9 µM. actives 0.56% (n = 290,000). AID 1800;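 active = inhibition above the mean of all tested compounds plus 3 SD, set per campaign, cut at about 35% in these data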;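 note: 0% = DMSO wells and 100% = thioflavine S control wells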
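Test system: hepatitis C virus NS3 helicase domain fragment enzyme. Also added: annealed dual-labelled DNA beacon duplex, ATP-started. Timing: 60 min unwinding reaction at 25 °C after ATP addition. Technique: Cy5 fluorescence. Measure: % inhibition of unwinding.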
IMP-1 inhibitor – inhibitors of Pseudomonas aeruginosa IMP-1 metallo-beta-lactamase; purified IMP-1, nitrocefin hydrolysis, epi-absorbance fluorescence; inhibition, % at 5.6 µM; actives 0.45% (n = 290,000); AID 1556;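 active = inhibition above the mean plus 3 SD of all compounds in the same screening run, cut at about 4.5% in these data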;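 note: 0% = IMP-1 with DMSO and 100% = DMSO wells lacking enzyme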
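system = purified recombinant IMP-1 beta-lactamase | amount = 0.2 nM IMP-1, as dispensed | medium = HEPES buffer pH 7.1 with ZnSO4 and Brij 35 | times = 25 °C, 15 min preincubation, 25 min reaction | detection = plate fluorescence quenching by hydrolysis product, ex 480/em 530 nm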
CRFBP-R2 block – antagonists of CRF-binding protein/CRF-R2 receptor complex. HEK293 CRF-R2/CRF-BP, CRF-induced calcium fluorescence. inhibition, % at 11.8 µM. actives 0.59% (n = 350,000). AID 588475;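 active = inhibition of the ligand-induced calcium signal above about 50% at the single tested concentration, limit read from the data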
p-CIP stab down – lowers stability of the mouse p/CIP coactivator protein. Q05BA5. F442A p/CIP-EGFP cells, EGFP fluorescence, 16 h. decrease of EGFP signal, % at 10 µM. actives 0.01% (n = 290,000). AID 1984;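 active = EGFP signal decrease of at least 30% at 10 µM or well 3 SD below plate mean, unless failing retest; inactive = the rest, including hits failing retest or dose response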; note: some compounds called inactive have numbers as strong as hits; many of its hits are not listed in these tables
Target sequence (Q05BA5 1-1403): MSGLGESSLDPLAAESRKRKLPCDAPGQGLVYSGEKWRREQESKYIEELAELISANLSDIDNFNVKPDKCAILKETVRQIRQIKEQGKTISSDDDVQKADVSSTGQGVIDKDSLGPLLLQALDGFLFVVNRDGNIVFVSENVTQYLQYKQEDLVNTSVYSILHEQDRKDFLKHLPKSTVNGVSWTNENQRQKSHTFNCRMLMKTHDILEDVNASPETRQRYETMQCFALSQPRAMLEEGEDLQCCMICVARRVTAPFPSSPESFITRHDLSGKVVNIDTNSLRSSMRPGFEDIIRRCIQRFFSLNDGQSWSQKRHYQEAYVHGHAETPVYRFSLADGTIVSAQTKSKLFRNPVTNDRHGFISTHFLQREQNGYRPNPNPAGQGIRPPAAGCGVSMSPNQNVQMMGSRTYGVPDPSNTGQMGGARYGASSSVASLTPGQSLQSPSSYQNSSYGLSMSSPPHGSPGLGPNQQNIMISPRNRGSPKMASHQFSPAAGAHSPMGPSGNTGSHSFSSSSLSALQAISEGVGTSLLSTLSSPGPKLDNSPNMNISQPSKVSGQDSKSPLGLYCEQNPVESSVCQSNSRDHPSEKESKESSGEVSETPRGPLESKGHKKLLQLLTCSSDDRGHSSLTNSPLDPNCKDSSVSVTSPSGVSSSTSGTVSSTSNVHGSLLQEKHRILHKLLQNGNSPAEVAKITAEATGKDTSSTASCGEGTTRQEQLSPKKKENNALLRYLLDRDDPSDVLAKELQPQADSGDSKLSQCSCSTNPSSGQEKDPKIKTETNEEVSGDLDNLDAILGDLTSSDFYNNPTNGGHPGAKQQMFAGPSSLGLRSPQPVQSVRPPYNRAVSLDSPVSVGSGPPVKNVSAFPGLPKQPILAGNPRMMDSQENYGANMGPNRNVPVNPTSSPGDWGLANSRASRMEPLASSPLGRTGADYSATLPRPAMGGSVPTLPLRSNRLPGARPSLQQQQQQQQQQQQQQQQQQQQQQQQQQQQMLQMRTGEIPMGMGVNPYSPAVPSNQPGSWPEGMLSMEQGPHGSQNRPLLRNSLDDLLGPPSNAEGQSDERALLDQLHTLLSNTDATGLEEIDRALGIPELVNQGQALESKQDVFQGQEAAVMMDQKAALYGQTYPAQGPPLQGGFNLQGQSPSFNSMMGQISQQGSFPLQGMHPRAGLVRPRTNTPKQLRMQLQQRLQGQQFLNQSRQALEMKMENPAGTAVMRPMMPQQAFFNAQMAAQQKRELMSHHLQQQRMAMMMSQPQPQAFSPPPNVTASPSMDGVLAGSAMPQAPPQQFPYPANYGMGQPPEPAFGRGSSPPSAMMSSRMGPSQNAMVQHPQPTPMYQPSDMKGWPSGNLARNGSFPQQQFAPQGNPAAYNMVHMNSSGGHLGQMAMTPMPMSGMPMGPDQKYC
UBC9 SUMO inh – inhibitors of human SUMOylation (UBC9); P63279; HTRF SUMOylation assay, SAE1/SAE2 + UBC9, in vitro; inhibition, % at 35 µM; actives 0.36% (n = 290,000); AID 2006; in the data active = inhibition above about 50%, passing the limit was not always enough; inconclusive = no clear call, values can overlap the other calls; note: strong numbers were not always called active
VIM-2 inh – inhibitors of Pseudomonas aeruginosa VIM-2 metallo-beta-lactamase. purified VIM-2, nitrocefin hydrolysis, epi-absorbance fluorescence. inhibition, % at 5.6 µM. actives 0.89% (n = 290,000);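 active = inhibition above the mean of all tested compounds plus 3 SD, cutoff set per screening run, cut at about 7.5% in these data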;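 note: red hydrolysis product quenches plate fluorescence so inhibitors raise well fluorescence; 0% = enzyme with DMSO and 100% = DMSO without enzyme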
* = called active by the depositor; ? = inconclusive; . = no result given.

1) O=C(CC1(O)C(=O)Nc2ccccc21)c1cccc(Br)c1 (stereo not drawn)
2) COCCOC(=O)CC1=NC(=O)CS1
3) O=C(COc1ccccc1C(=O)N/N=C\c1ccc(O)c(O)c1)N/N=C/c1ccc(O)c(O)c1
4) COc1cccc(CC(=O)Nc2nc(-c3cccnc3)cs2)c1
5) C/C(=N\NC(=O)COc1ccccc1-c1ccccc1)c1ccc(O)cc1O
6) CCC(C)(C)n1nnnc1C(c1cccs1)N1CCN(c2nc3ccccc3s2)CC1 (stereo not drawn)
Screen / compound no.	1	2	3	4	5	6
GalR3 antagonist	-4	2	.	-1	-8	-9
IDE inh	2	0	2	6	-7	0
IDE cell activ	3	2	6	1	9	-5
HCV NS3 hel inh	2	3	9	2	-4	5
IMP-1 inhibitor	-4.6	-5.1	-3.8	3.3	-3.7	-1.8
CRFBP-R2 block	-18	4	2	2	-4	9
p-CIP stab down	-3	-3	-21	-10	-17	3
UBC9 SUMO inh	4	18	?	5	5	-11
VIM-2 inh	-2.7	-2.7	1.2	-0.9	-3.9	-4.0

7) COc1ccc(-c2ccc(C#N)c(SCC(=O)OCc3ccccc3)n2)cc1OC
8) CC(C)CC(c1nnnn1Cc1ccco1)N1CCN(C2CCCC2)CC1 (stereo not drawn)
9) O=C1CCCC(=O)N1c1ccc(N2CCOCC2)c([N+](=O)[O-])c1
10) CN(C)c1ccc(C(CNC(=O)c2cccs2)N(C)C)cc1 (stereo not drawn)
11) COC(=O)CSc1nnc(Cc2ccccc2)n1-c1ccc(C)cc1
12) CCCNC(=O)COc1ncnc2sccc12
Screen / compound no.	7	8	9	10	11	12
GalR3 antagonist	-6	-5	-6	-7	-5	4
IDE inh	3	2	0	1	-1	2
IDE cell activ	3	0	7	4	2	4
HCV NS3 hel inh	-11	1	7	5	-1	10
IMP-1 inhibitor	-1.5	-3.5	-3.0	-1.7	-3.5	-4.0
CRFBP-R2 block	4	-4	9	15	1	1
p-CIP stab down	-8	3	7	-3	-8	3
UBC9 SUMO inh	9	-1	6	7	4	0
VIM-2 inh	-6.1	-3.4	-2.8	-2.7	-1.0	-3.3

13) O=C(NCc1ccc(F)cc1)c1cc2n(n1)C(C(F)(F)F)CC(C1CC1)N2 (stereo not drawn)
14) COc1ccc(CN2CC34C=CC(O3)C(C(=O)O)C4C2=O)cc1 (stereo not drawn)
15) CCN(CC(=O)Nc1cccc(C#N)c1)CC(=O)Nc1cccc(OC)c1
16) Cc1ccc(C(=O)NCC(=O)Nc2cccc(S(=O)(=O)NC3=NCCCCC3)c2)cc1C
17) COc1ccc(C2=NOC(C(=O)N3CCCc4ccccc43)C2)cc1 (stereo not drawn)
18) COc1cccc(CNC(=O)C2CC(=O)N(C3CCCCC3)C2)c1 (stereo not drawn)
Screen / compound no.	13	14	15	16	17	18
GalR3 antagonist	-3	0	-3	-6	-4	-7
IDE inh	2	5	6	3	-2	0
IDE cell activ	-2	6	3	7	5	-1
HCV NS3 hel inh	4	-5	-1	12	-6	1
IMP-1 inhibitor	-2.9	-2.7	0.3	-2.2	-1.6	-3.9
CRFBP-R2 block	2	-13	10	0	-13	0
p-CIP stab down	1	0	1	-3	-17	-11
UBC9 SUMO inh	-6	-6	-9	7	4	12
VIM-2 inh	-3.0	-0.5	0.6	-2.8	-1.2	-3.0

Some of the entries above in a different format.
cpd	structure	GalR3 antagonist	IDE inh	IDE cell activ	HCV NS3 hel inh	IMP-1 inhibitor	CRFBP-R2 block	p-CIP stab down	UBC9 SUMO inh	VIM-2 inh
14	COc1ccc(CN2CC34C=CC(O3)C(C(=O)O)C4C2=O)cc1 (stereo not drawn)	0	5	6	-5	-2.7	-13	0	-6	-0.5
17	COc1ccc(C2=NOC(C(=O)N3CCCc4ccccc43)C2)cc1 (stereo not drawn)	-4	-2	5	-6	-1.6	-13	-17	4	-1.2
18	COc1cccc(CNC(=O)C2CC(=O)N(C3CCCCC3)C2)c1 (stereo not drawn)	-7	0	-1	1	-3.9	0	-11	12	-3.0
15	CCN(CC(=O)Nc1cccc(C#N)c1)CC(=O)Nc1cccc(OC)c1	-3	6	3	-1	0.3	10	1	-9	0.6

(continued)
19) COc1cc(NC(=O)c2cc3nc(-c4ccccc4)cc(-c4ccccc4)n3n2)cc(OC)c1OC
20) O=[N+]([O-])c1cccc(S(=O)(=O)Nc2ccc3cn[nH]c3c2)c1
21) O=C(c1ccco1)N1CCN(C(=O)N2c3ccccc3Sc3ccccc32)CC1
22) Cc1ccc(C)c(N2CCN(C(=O)c3ccccc3Br)CC2)c1
23) C[C@H](CO)N1C[C@H](C)[C@@H](CN(C)C(=O)NC2CCCCC2)Oc2ccc(NS(=O)(=O)c3ccc(F)cc3)cc2C1=O
24) CC(=O)Oc1ccc(N2C(=O)CCC2=O)cc1
Screen / compound no.	19	20	21	22	23	24
GalR3 antagonist	-10	-3	-2	1	1	-3
IDE inh	-1	0	7	5	3	7
IDE cell activ	0	0	-17	7	2	0
HCV NS3 hel inh	5	.	-17	-7	.	-2
IMP-1 inhibitor	-0.5	.	-2.9	-2.5	.	-3.9
CRFBP-R2 block	13	-3	-9	-14	1	-2
p-CIP stab down	-8	.	-13	.	.	-14
UBC9 SUMO inh	13	.	4	.	.	16
VIM-2 inh	1.6	.	-0.5	-3.9	.	-3.3

25) CCOc1ccc(CCNC(=O)CCN2C(=O)COc3ccccc32)cc1OCC
26) CCC1=Nc2cc(C(=O)NCCN3CCCC3)ccc2Sc2ccccc21
27) Cc1ccc(NC(=O)CSc2nc3ccccc3c(=O)n2CC2CCCO2)cc1 (stereo not drawn)
28) CC(=O)NC(c1ccccc1)c1cccnc1 (stereo not drawn)
29) CC1(c2ccc(OC(F)F)cc2)NC(=O)N(CC(=O)Nc2ccc(F)cc2)C1=O (stereo not drawn)
30) CCC(=O)N1N=C(c2ccccc2)CC1c1ccccc1 (stereo not drawn)
Screen / compound no.	25	26	27	28	29	30
GalR3 antagonist	4	2	-4	1	-10	-10
IDE inh	-3	7	0	-3	2	1
IDE cell activ	0	5	1	6	2	-2
HCV NS3 hel inh	6	-43	-3	4	-14	-1
IMP-1 inhibitor	-2.6	-4.2	-2.2	-3.9	-2.1	-3.1
CRFBP-R2 block	8	-13	-5	-6	-45	-11
p-CIP stab down	-9	-5	-14	6	-17	-16
UBC9 SUMO inh	3	-8	28	12	8	5
VIM-2 inh	-2.9	-3.8	-0.7	-0.8	-1.3	-2.2

31) CCOC(=O)Nc1ccc2c(c1)N(C(=O)CN1CCN3CCCC3C1)c1ccccc1CC2 (stereo not drawn)
32) COc1ccc([N+](=O)[O-])cc1-n1cnnn1
33) CC(NC(=O)COc1ncnc2cc([N+](=O)[O-])ccc12)c1ccccc1 (stereo not drawn)
34) N=c1oc2ccccc2cc1-c1nc(-c2ccccc2)cs1
35) CCn1c2ccccc2c2cc(NC(=O)COc3ccccc3)ccc21
36) COc1cccc(C(CC(=O)NCc2ccco2)NS(=O)(=O)c2ccc(C)cc2)c1OC (stereo not drawn)
Screen / compound no.	31	32	33	34	35	36
GalR3 antagonist	1	5	-1	-2	-6	-4
IDE inh	6	0	-1	9	3	0
IDE cell activ	1	6	3	0	5	1
HCV NS3 hel inh	-5	2	10	18	8	4
IMP-1 inhibitor	-1.6	-2.0	-5.1	-2.5	0.8	-0.8
CRFBP-R2 block	11	23	8	1	-47	-9
p-CIP stab down	1	-11	0	1	-4	-11
UBC9 SUMO inh	7	13	8	26	6	19
VIM-2 inh	-0.5	-3.4	-6.3	-3.5	0.0	-1.7

37) c1ccc(Nc2ccccn2)cc1
38) CCCCNC(=O)Nc1cc(C(F)(F)F)c[nH]c1=O
39) Cc1onc(-c2ccccc2)c1C(=O)N1CCN(c2ccccc2F)CC1
40) COc1ccccc1OCCNc1cc(N2CCOCC2)ccc1[N+](=O)[O-]
41) O=C(Nc1ccccc1)c1ccccc1NC(=O)c1ccccc1[N+](=O)[O-]
42) CCCOc1ccc(C(=O)CCC(=O)NNC(=O)Cn2nc(C)cc2C)cc1
Screen / compound no.	37	38	39	40	41	42
GalR3 antagonist	-3	-4	-9	-8	-4	-5
IDE inh	-3	5	5	-5	-2	9
IDE cell activ	0	3	0	6	7	8
HCV NS3 hel inh	7	3	-1	6	.	.
IMP-1 inhibitor	-3.3	-3.0	0.4	-2.1	.	.
CRFBP-R2 block	13	-32	-8	28	-2	3
p-CIP stab down	0	-5	-7	-12	.	.
UBC9 SUMO inh	7	19	-8	15	.	.
VIM-2 inh	-3.0	-1.8	-2.1	-3.3	.	.

43) O=C(CN1C(=O)NC2(CCCCC2)C1=O)Nc1cccc(Cl)c1Cl
44) C(/CCc1ccccc1)=N\Nc1nc2ccccc2[nH]1
45) Cn1nc(C(F)(F)F)c2cc(NC(=O)OCc3ccc(F)cc3)sc21
46) COc1ccccc1-c1cc(C(F)(F)F)nc(NCc2ccco2)n1
47) CCOC(=O)N1CCC(NC(=O)Cc2ccccc2)CC1
48) COc1ccccc1CNC(=O)C1CCN(C(=O)N(C)C)CC1
Screen / compound no.	43	44	45	46	47	48
GalR3 antagonist	-5	-8	-5	-5	-12	-8
IDE inh	-5	3	6	1	5	-1
IDE cell activ	3	-3	-2	5	0	0
HCV NS3 hel inh	.	-16	-7	6	2	5
IMP-1 inhibitor	.	-4.6	-3.1	-2.6	-1.9	-2.5
CRFBP-R2 block	-10	-11	29	-19	5	-9
p-CIP stab down	.	6	-7	14	-1	8
UBC9 SUMO inh	.	-5	3	12	-8	-10
VIM-2 inh	.	-4.2	-2.9	-0.7	-1.5	-1.6

49) O=C(Nc1ccccc1)c1nnsc1S(=O)c1ccc(Cl)cc1 (stereo not drawn)
50) O=C(C(Cc1ccccc1)n1cccc1)N1CCN(C2CCCCC2)CC1 (stereo not drawn)
51) CC1=CSC2=NC(C(F)(F)F)(C(F)(F)F)NC(=O)N12
52) O=C(Nc1ccc(Cl)c(Cl)c1)Nc1ccon1
53) O=C(N[C@@H](Cc1ccccc1)C(=O)OCc1ccccc1)c1nc[nH]c1C(=O)NC(c1ccccc1)c1ccccc1
54) COc1ccc(C(=O)Nc2nccs2)cc1
55) CCOC(=O)c1sc(NC(=O)c2cc3n(n2)C(C(F)(F)F)CC(c2cccs2)N3)c(C(=O)OCC)c1C (stereo not drawn)
56) COC(=O)C(NS(C)(=O)=O)(c1c(C)[nH]c2ccccc12)C(F)(F)F (stereo not drawn)
57) COc1ccc(OCCCCN(C)Cc2ccccc2)cc1
Screen / compound no.	49	50	51	52	53	54	55	56	57
GalR3 antagonist	1	.	-4	-4	-5	-7	3	-6	-12
IDE inh	9	1	-2	-5	7	-4	2	4	-1
IDE cell activ	-20	7	2	-1	3	6	3	5	2
HCV NS3 hel inh	-6	12	7	8	2	-2	8	7	-8
IMP-1 inhibitor	-0.6	-3.8	-2.9	-1.5	-3.4	-1.1	-3.2	-1.0	-2.3
CRFBP-R2 block	-47	-6	7	7	-9	2	3	-29	3
p-CIP stab down	5	-4	-23	6	-24	-2	9	-10	-8
UBC9 SUMO inh	22	12	8	11	-42	-12	-10	42	-1
VIM-2 inh	0.6	-3.3	-1.5	0.8	-3.5	0.1	-1.6	-2.1	-3.0
